# CHO parental Ca: counter-screen: ATP calcium response change in parental CHO cells. parental CHO-K1, ATP-induced calcium, Fluo-8 fluorescence. inhibition, % at 5.6 µM. hit rate 0.63% among 330,000. AID 463079;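 active = inhibition above that plate's mean sample inhibition plus 3 SD, cut at about 26% in these data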;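 also: 0% = ATP-challenged DMSO wells and 100% = DMSO wells without ATP; some compounds past the cut are filed as inactive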
#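 material = parental CHO cells | also added = ATP as calcium-mobilizing challenge | dosing = single point at 5.6 µM | detection = intracellular calcium via Fluo-8 no-wash fluorescent dye | read-out = % inhibition | benchmarks = low control ATP plus DMSO, high control DMSO only | repeats = one well per compound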
# CHRM1 antagonist: human CHRM1 antagonism; P11229; CHO-K1 hM1, Fluo-8 calcium fluorescence, ACh EC80 antagonist; hit rate 1.3% among 360,000; AID 588852; inhibition, % at 3 µM;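 active = percent inhibition above its own plate's cutoff, namely the mean of that plate's compound wells plus 3 SD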;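 also: peak over basal fluorescence ratio during 140 s after agonist addition; 0% = ACh EC80 plus DMSO and 100% = DMSO alone without agonist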
# TAAR1 antag: antagonists of human TAAR1. inhibition, % at 3 µM. CHO RD-HGA16 TAAR1, Fluo-8 calcium fluorescence, antagonist. hit rate 1.5% among 360,000. Q96RJ0;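 active = inhibition above a per-plate cutoff, the mean inhibition of test compounds on that plate plus 3 SD, cut at about 49% in these data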;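 also: 0% = DMSO plus EC80 beta-PEA response and 100% = DMSO alone without agonist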
# Target sequence (Q96RJ0 whole entry, looked up): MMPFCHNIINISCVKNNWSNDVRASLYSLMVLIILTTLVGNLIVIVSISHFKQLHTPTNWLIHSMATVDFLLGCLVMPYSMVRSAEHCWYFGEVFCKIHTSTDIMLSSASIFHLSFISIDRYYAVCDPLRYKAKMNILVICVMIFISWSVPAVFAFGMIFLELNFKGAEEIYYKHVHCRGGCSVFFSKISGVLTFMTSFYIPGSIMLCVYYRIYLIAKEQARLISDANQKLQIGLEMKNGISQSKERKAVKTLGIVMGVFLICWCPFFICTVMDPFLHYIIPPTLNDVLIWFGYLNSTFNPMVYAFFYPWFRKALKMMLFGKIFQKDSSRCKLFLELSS
#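 Material: RD-HGA16 CHO cells with stable hTAAR1 and Gα16; Dosing: single nominal final test compound concentration of 3 µM; Schedule: seeding 17-24 h prior, 75-min 37 °C, 30-min RT dye loading; Detection: kinetic Fluo-8 calcium fluorescence measurement; Measure: % inhibition from peak post-agonist over basal fluorescence ratio; Benchmarks: vehicle and agonist controls.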
# M1 ag: agonists of human M1 muscarinic receptor. P11229. CHO-K1 hM1, Fluo-8 calcium fluorescence, agonist mode; 0% DMSO, 100% acetylcholine EC100. activation, % at 3 µM. hit rate 0.33% among 360,000;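 active = activation above the run's mean compound activation plus 3 SD, cut at about 16% in these data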;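 also: peak over basal fluorescence ratio within a 140 s kinetic read after compound addition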
# CHRM1 PAM: positive allosteric modulators of human M1 muscarinic receptor; P11229; CHO-K1 hM1, Fluo-8 calcium fluorescence, ACh EC20; 0% = ACh EC20, 100% = maximal ACh; activation, % at 3 µM; hit rate 0.088% among 360,000; AID 588819; in the data active = activation above about 19%, passing the limit was not always enough
# OXTR potentiator: potentiates the human oxytocin receptor response; hit rate 0.061% among 320,000; CHO-OTR cells, Fluo-8 calcium fluorescence, potentiator mode; 0% = oxytocin EC15, 100% = EC100; P30559; activation, % at 3 µM; AID 2445;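 active = activation above that plate's cutoff, the mean activation of tested compounds plus 3 SD, cut at about 6.6% in these data, passing the limit was not always enough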;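 also: 100% uses oxytocin at 75 nM as the full agonist control; some results filed as inactive read as strong as hits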
#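 Assay system: CHO-OTR cells, human receptor / Also added: oxytocin at about EC15, sub-maximal agonist stimulus / Dosing: single dose, 3.0 µM nominal final compound concentration / Incubation: 6 min pre-incubation, 100 s read / Technique: Fluo-8 calcium dye fluorescence / Read-out: % activation vs EC15 and EC100 oxytocin / Benchmarks: EC15 oxytocin low, 75 nM oxytocin high / Replicates: singlicate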
# V1aR counter: activates human V1a receptor in oxytocin agonist counter-screen | activation, % at 3 µM | CHO-V1R cells, Fluo-8 calcium fluorescence, agonist mode; 0% DMSO, 100% 3 nM vasopressin | P37288 | hit rate 0.25% among 320,000;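 active = activation above the mean activation of all tested compounds plus 3 SD, per screening run, cut at about 20% in these data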;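 also: signal is peak over basal fluorescence ratio across a 100 second FLIPR read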
# Target sequence (P37288 whole entry, looked up): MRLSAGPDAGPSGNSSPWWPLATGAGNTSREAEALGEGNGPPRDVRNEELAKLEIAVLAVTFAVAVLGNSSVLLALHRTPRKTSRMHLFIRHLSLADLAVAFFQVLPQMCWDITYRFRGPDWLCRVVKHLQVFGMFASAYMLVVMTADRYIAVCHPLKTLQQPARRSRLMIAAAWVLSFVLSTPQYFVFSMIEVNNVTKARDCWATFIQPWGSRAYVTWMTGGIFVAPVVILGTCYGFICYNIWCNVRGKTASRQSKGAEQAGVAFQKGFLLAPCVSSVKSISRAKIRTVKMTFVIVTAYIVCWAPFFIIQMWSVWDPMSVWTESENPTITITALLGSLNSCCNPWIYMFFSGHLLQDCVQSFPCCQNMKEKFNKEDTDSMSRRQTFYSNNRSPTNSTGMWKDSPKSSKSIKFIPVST
# TAAR1 agonist: agonists of human TAAR1 | Q96RJ0 | CHO RD-HGA16 TAAR1, Fluo-8 calcium fluorescence; vehicle wells 0%, saturating PEA agonist 100% | activation, % at 3 µM | hit rate 0.99% among 360,000 | AID 624467;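 active = activation above the mean activation of all test compounds in the run plus 3 SD, cut at about 38% in these data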
#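 Signal – calcium-sensitive Fluo-8 signal, excitation 470-495, emission 515-575 nm · System – RD-HGA16 (CHO) cells co-expressing Gα16 and hTAAR1 · Incubation – 17-24 h seeding, 75 min 37 °C dye, 30 min RT · Compound dosing – 3 µM single concentration · Repeats – no replicates (n 1)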
# OXTR agonist: human OXTR agonism; P30559; CHO-OTR cells, Fluo-8 calcium fluorescence; normalized: DMSO 0%, oxytocin 100%; activation, % at 3 µM; hit rate 0.32% among 320,000;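 active = activation above the mean of all tested compounds plus 3 SD, cutoff set per screening run, cut at about 20% in these data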;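 also: peak over basal fluorescence ratio from a 100 s FLIPR kinetic read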
# An asterisk follows results filed as active; . = not tested or not shown; & = joins results of further samples.
# Preview:
SMILES,CHO parental Ca,CHRM1 antagonist,TAAR1 antag,M1 ag,CHRM1 PAM,OXTR potentiator,V1aR counter,TAAR1 agonist,OXTR agonist
O=C(c1ccc(CS(=O)(=O)c2ccc(Br)cc2)o1)N1CCCCCC1,-10,-6,-19,2,-2,-6,5.7,4,4.7
CSCC(=O)Nc1ccc(F)c(Cl)c1,-9,-1,-8,0,4,-10,-0.9,3,-1.2

# The list itself, repeating the preview:
SMILES,CHO parental Ca,CHRM1 antagonist,TAAR1 antag,M1 ag,CHRM1 PAM,OXTR potentiator,V1aR counter,TAAR1 agonist,OXTR agonist
O=C(c1ccc(CS(=O)(=O)c2ccc(Br)cc2)o1)N1CCCCCC1,-10,-6,-19,2,-2,-6,5.7,4,4.7
CSCC(=O)Nc1ccc(F)c(Cl)c1,-9,-1,-8,0,4,-10,-0.9,3,-1.2
CCO[C@H]1OC(C(=O)N2CCCCCCC2)=C[C@@H](C2CCCCC2)[C@@H]1CCCO,-26,-16,-7,-2,10,-7,-0.7,17,-2.3
CCC(C)(C)NC(=O)C1CCN(S(=O)(=O)c2cccs2)CC1,.,11,3,-4,-10,.,.,3,.
CCN(C[C@H]1N[C@@](C)(C(=O)OC)[C@H]2C(=O)N(Cc3ccccc3)C(=O)[C@@H]12)C(=O)NC(C)C,-12,-3,-10,-2,4,-6,0.0,2,-0.1
C=CCn1cc(C(=O)N2CCN(CC)CC2)c(=O)c2cc(S(=O)(=O)N(CC)CC)ccc21,-8,-1,-13,-8,0,6,0.8,5,1.6
Cc1ccnc(NC(=O)c2ccc(S(=O)(=O)N3CCCC3)cc2)c1,-9,5,7,-4,0,1,0.5,0,-0.9
O=C(Nc1ccc2c(c1)N(S(=O)(=O)c1cccs1)CCC2)c1c(F)cccc1F,-3,-5,-41,-4,8,-7,1.8,2,0.0
O=C(CC1CCCC1)NCCS(=O)(=O)N1CCN(c2ccccc2)CC1,.,4,-11,13,15,.,.,1,.
Cc1cccc(C)c1NC(=O)NC1(C(=O)NCCN2CCOCC2)CCCCC1,-13,5,-13,-6,3,-16,-0.4,0,-0.1
COc1cccc(N2CCN(C(=S)Nc3ccccc3OC)CC2)c1,-5,-6,2,-4,10,-16,-0.5,2,-0.3
O=S(=O)(c1ccc(OCC(O)CNCc2ccco2)c(Cl)c1)N1CCOCC1 (stereo not drawn),-10,4,-17,-5,3,-3,1.1,26,1.3

# Not a retest: entries from further up.
SMILES,CHO parental Ca,CHRM1 antagonist,TAAR1 antag,M1 ag,CHRM1 PAM,OXTR potentiator,V1aR counter,TAAR1 agonist,OXTR agonist
CSCC(=O)Nc1ccc(F)c(Cl)c1,-9,-1,-8,0,4,-10,-0.9,3,-1.2
CCO[C@H]1OC(C(=O)N2CCCCCCC2)=C[C@@H](C2CCCCC2)[C@@H]1CCCO,-26,-16,-7,-2,10,-7,-0.7,17,-2.3
CCC(C)(C)NC(=O)C1CCN(S(=O)(=O)c2cccs2)CC1,.,11,3,-4,-10,.,.,3,.
CCN(C[C@H]1N[C@@](C)(C(=O)OC)[C@H]2C(=O)N(Cc3ccccc3)C(=O)[C@@H]12)C(=O)NC(C)C,-12,-3,-10,-2,4,-6,0.0,2,-0.1

# The results go on.
SMILES,CHO parental Ca,CHRM1 antagonist,TAAR1 antag,M1 ag,CHRM1 PAM,OXTR potentiator,V1aR counter,TAAR1 agonist,OXTR agonist
O=[N+]([O-])c1cc(C(F)(F)F)ccc1N1CCCC(O)C1 (stereo not drawn),-11,-2,2,-13,5,-12,0.1,-2,-0.1
Cc1ccc(C)c(N(C(=O)c2nsc(Cl)c2Cl)C(C(=O)NC2CCCC2)c2ccc(O)cc2)c1 (stereo not drawn),-12,0,-9,-12,-4,1,-0.1,1,-1.3
CCc1nc(SCC(=O)Nc2ccc(N(C)C)cc2)c2ccccc2n1,-21,-5,-6,-3,5,-13,3.1,-3,-2.1
CC(Sc1n[nH]c(=O)[nH]c1=O)C(=O)OCc1ccccc1 (stereo not drawn),3,-14,4,-4,10,2,0.9,2,0.9
CCOC(=O)C(=O)/C(=C\N(C)C)c1onc(-c2ccccc2Cl)c1C(=O)OC,-6,-9,-12,-4,6,-1,-0.6,9,-0.4
Cc1nc(N)sc1N=Nc1ccccc1C(F)(F)F,0,-7,-11,-5,-1,-5,-1.8,-4,-1.0
Oc1ccc(Nc2nc(NCC3CCCO3)c3ccccc3n2)cc1 (stereo not drawn),.,3,1,-4,-3,.,.,14,.
O=C(Cn1c(C(=O)c2ccccc2)nc2ccccc21)c1ccc(Cl)cc1,.,-16,-3,-3,10,.,.,12,.
CCOc1ccc(OCC)c(NC(=O)CSc2nc3c(c(=O)n(C)c(=O)n3C)n2C(C)C)c1,-41,-1,-32,-9,2,2,-1.3,-1,-1.7
COc1ccc(CCNC(=O)c2cc(C)oc2C)cc1OC,-6,-4,9,-1,5,-10,0.9,-1,0.2
CCOc1nc(SCCOc2ccc(C)cc2)nc(N(C)C)n1,-19,-23,0,-3,2,-6,0.1,1,-1.6
CN1CCN(c2nnc(-c3cccs3)c3ccccc23)CC1,-5,-1,-6,-4,1,-1,-0.2,0,-0.1
O=S(=O)(/N=C(/Nc1ccc(Cl)c(S(=O)(=O)Nc2ccccc2Cl)c1)c1ccc(F)cc1)c1ccccc1,-2,7&-5,25&27,-3&-8,-8&0,-3,0.6,1&2,-0.3
O=C(COC(=O)/C=C/c1cccc(F)c1)NC(=O)NCc1ccccc1,-1,-4,1,-3,9,-3,-0.4,-1,1.9
CC(=O)C1=C(c2ccccc2)NC(=S)NC1c1ccc(O)c(O)c1 (stereo not drawn),9,-11,-2,2,10,9,0.6,3,1.2
CNc1cccc(-c2ccc(N3CCN(C)CC3)nc2)n1,.,-14,-2,-6,4,.,.,2,.
COc1cc2c(cc1OC)C(c1ccccc1)=NCC2,-4,-8,-7,-2,5,1,0.0,-1,0.3
COc1ccccc1CC(=O)c1ccc(OCc2ccccc2)cc1,-4,8,40,-2,-4,-15,0.9,3,1.5
COc1ccc(C(CC(=O)N2CCCC(C)C2)c2c(OC)cc(OC)c3c(-c4ccccc4)cc(=O)oc23)cc1 (stereo not drawn),-14,4,5,-9,-4,-8,0.4,0,-0.5
COc1c(Cl)cc(Cl)cc1C(=O)Nc1ccc(C(=O)O)cc1,11,6,-8,-6,-1,3,0.5,8,2.4
Cc1ccc(C)c(C(=O)N2CCC(n3nccc3NC(=O)C3CC3)CC2)c1,-9,-9,-9,-3,8,1,-0.5,1,-0.1
O=C(CN1C(=O)S/C(=C\c2ccc(Cl)cc2)C1=O)NNC(=O)c1ccccc1O,-2,-7,-11,-3,4,-10,0.0,2,-0.3
CCCNC(=O)COC(=O)c1ccc(Cl)c(S(=O)(=O)N2CCCC2)c1,-10,6,14,-4,-1,-10,5.5,18,-0.4
O=C(NCCCn1cccn1)C1CCC(=O)N(CCc2ccccc2)C1 (stereo not drawn),-6,-14,-11,-2,6,-3,1.2,1,-0.5
C/C(CC(=O)Nc1cccnc1)=N/NC(=O)COc1ccc(Cl)cc1Br,-10,-16,-12,-4,11,-2,-1.1,1,0.0
Cc1ccc(-c2c(C(=O)Nc3ccccc3C)c(C)[nH]c(=S)c2C#N)o1,-15,15,-10,-3,-9,0,1.9,1,-0.5
CC1CCCCC12NC(=O)N(CC(=O)Nc1ccc3c(c1)OCO3)C2=O (stereo not drawn),.,-13,-25,-4,11,.,.,12,.
COC(=O)c1cc(OC)c(OC)cc1NC(=O)CCc1ccc(C)o1,-22,3,3,-2,0,0,-1.2,1,-2.7
Cc1c(C(=O)OCC2CCCO2)[nH]c2c1C(=O)CC(c1ccc(N(C)C)cc1)C2 (stereo not drawn),-11,-2,3,-5,-6,-10,6.9,6,7.6
CCn1nc(C)c(/C=N/NC(=O)Cn2nnc(N)n2)c1C,2,-10,-24,4,20,1,0.5,4,-0.6
CCOc1ccc(NS(=O)(=O)c2ccc(C(=O)NCC(c3ccc(OC)cc3)N3CCCC3)cc2)cc1 (stereo not drawn),-21,4,21,-3,2,-13,5.8,23,16
CCCCc1nc(SCCN2CCOCC2)c2c(=O)n(C)c(=O)n(C)c2n1,-16,-2,-12,-4,9,-1,0.2,0,0.5
CC(=O)Nc1ccc2c(c1)N(C(=O)CN(C)C)c1ccccc1CC2,-1,1,-6,-14,-1,1,2.0,5,0.5
COc1cc(Cl)c(C)cc1NC(=O)[C@@H]1CCCN1C(=O)c1cccs1,-20,-5,-7,-9,0,-10,-0.3,2,-2.0
CC(C)Oc1cccc(NC(=O)C2(C)CCN2C(C)C)c1 (stereo not drawn),.,-20,-13,-7,15,.,.,-1,.
Cc1cc(/C(N)=N/OC(=O)c2cccc(Cl)c2)no1,-7,-4,10,-4,2,-2,0.3,4,-0.4

# An excerpt from above, limited to CHRM1 PAM.
mol	CHRM1 PAM
C=CCn1cc(C(=O)N2CCN(CC)CC2)c(=O)c2cc(S(=O)(=O)N(CC)CC)ccc21	0
COc1ccccc1CC(=O)c1ccc(OCc2ccccc2)cc1	-4
CNc1cccc(-c2ccc(N3CCN(C)CC3)nc2)n1	4
Cc1c(C(=O)OCC2CCCO2)[nH]c2c1C(=O)CC(c1ccc(N(C)C)cc1)C2 (stereo not drawn)	-6
O=C(Cn1c(C(=O)c2ccccc2)nc2ccccc21)c1ccc(Cl)cc1	10
C/C(CC(=O)Nc1cccnc1)=N/NC(=O)COc1ccc(Cl)cc1Br	11

# (next part)
SMILES,CHO parental Ca,CHRM1 antagonist,TAAR1 antag,M1 ag,CHRM1 PAM,OXTR potentiator,V1aR counter,TAAR1 agonist,OXTR agonist
NS(=O)(=O)c1cccc(NC(=O)CSc2nnc3n2CCCCC3)c1,1,10,-13,-4,-5,-4,2.9,13,1.1
CC1=C(C(=O)N(C)C)CC(CC(=O)NCCc2ccccn2)C(=O)N1Cc1ccc(F)cc1 (stereo not drawn),.,0,-10,-3,-8,.,.,41*,.
O=C(OCC(=O)N1CCCc2ccccc21)c1ccc(Cl)nc1,-18,10,9,-7,-4,-2,-0.5,3,-0.5
Cn1c(N)c(C(=O)COC(=O)C2CCCC2)c(=O)n(C)c1=O,11,-5,-20,-5,4,-10,-0.3,-1,0.9
COc1ccc(OC)c(C(=O)c2coc3ccc(OC(C)=O)cc23)c1,3,8,5,2,6,1,-1.3,1,-1.3
Cc1ccc(/C=N/N2CCN(c3ccccn3)CC2)cc1,2,5,-8,-1,3,-8,-0.4,1,-0.7
C=CC[N+]1(CC=C)CCOCC1,1,-2,25,-1,9,0,0.7,11,1.1
